M. tuberculosis HTS = M. tuberculosis growth inhibition, HTS (AID 449762) | M. tuberculosis H37Rv growth inhibition, 7H9 media; higher % means a stronger effect | one-dose inhibition, % at 25 µM; IC50 in µM for titrated hits | 0.59% of 330,000 active; in the data active = a potency from the dose series; inconclusive = inhibition above about 70% without an active follow-up result;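 also: bacterial growth assessed after seven days of incubation; strong numbers were not always called active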
H1N1 NS1A inhibition = NS1A inhibition, H1N1 influenza, cell based functional assay (AID 504329); NS1A functional cell-based assay, percent inhibition; higher % means a stronger effect; inhibition, % at 12.5 µM; hits with a dose series show IC50 in µM; 0.3% of 340,000 active; in the data active = a potency from the dose series; inconclusive = inhibition above about 27% without an active follow-up result; also: strong numbers were not always called active
Salmonella PhoP GFP = PhoP regulon inhibitors, Salmonella typhi PhoP promoter GFP reporter, confirmatory (AID 1850); 0.33% of 310,000 active; inhibition, % at 50 µM; hits with a dose series show IC50 in µM; Salmonella Typhi PhoP-promoter GFP reporter, fluorescence, 4 h; higher % means a stronger effect; in the data active = a potency from the dose series; inconclusive = inhibition mostly from about 25% at the one dose, without a potency; inactive = the rest, 99 in 100 with inhibition below about 19%;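 also: 0% = induced wells with vehicle and 100% = uninduced wells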
M. tuberculosis = growth inhibition of non-replicating M. tuberculosis (AID 488890). one-dose inhibition, % at 25 µM; IC50 in µM for titrated hits. 0.39% of 320,000 active. Mycobacterium tuberculosis non-replicating, growth inhibition; higher % means a stronger effect; in the data active = a potency from the dose series; inconclusive = inhibition mostly from about 82% at the one dose, without a potency; inactive = the rest, 99 in 100 with inhibition below about 76%;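 also: plate controls were DMSO cells for no effect and high antibiotic wells for full effect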
VEEV TC-83 Vero = inhibitors of VEEV TC-83 cytopathic effect, confirmation, Vero cells (AID 588727) | Vero cells, VEEV TC-83 cytopathic effect inhibition; higher % means a stronger effect | inhibition, % at 20 µM; hits with a dose series show IC50 in µM | 0.13% of 350,000 active; in the data active = a potency from the dose series; inconclusive = inhibition mostly from about 14% at the one dose, without a potency; inactive = the rest, 99 in 100 with inhibition below about 12%; also: strong numbers were not always called active
VEEV TC-83 Vero 10K pilot screen = also measured in VEEV TC-83 Vero; calls as there; inhibition, %; measured here: 10K pilot screen inhibition
The depositor's hits bear a star; i = inactive; ? = inconclusive; . = not tested or not shown.

SMILES	M. tuberculosis HTS	H1N1 NS1A inhibition	Salmonella PhoP GFP	M. tuberculosis	VEEV TC-83 Vero	others
O=C(NCC1CCCO1)c1nn2c(C(F)(F)F)cc(-c3cc(Br)cs3)nc2c1Br (stereo not given)	7%	-8%	-14%	-9%	0.1%
O=C(c1ccc(F)cc1)C1CCN(Cc2ccc(F)cc2)CC1	3%	-4%	6%	15%	i
Cc1ccc(SC(C)C(=O)NCCC2=CCCCC2)cc1 (stereo not given)	15%	0%	-16%	70%	1.5%
CSCc1ccc(C(=O)N2CCCC(Nc3ccc4c(c3)OCCO4)C2)o1 (stereo not given)	-5%	-3%	-12%	7%	3.0%
CCOc1cc(C(=O)NCCCNC(=O)c2cc(OCC)c(OCC)c(OCC)c2)cc(OCC)c1OCC	-1%	9%	5%	-12%	0.2%
CC(=O)NCC1=C(NC(C)=O)C2CC1C(C)(C)C2C (stereo not given)	-6%	.	-4%	1%	.
Cc1ccc(C(=O)NC(O)C(Cl)(Cl)Cl)cc1 (stereo not given)	5%	-6%	-5%	64%	1.6%
COc1ccc(C2CC(c3cc(OC)ccc3OC)n3nnnc3N2)cc1 (stereo not given)	1%	-4%	-1%	13%	1.9%
COc1ccc(OC)c(S(=O)(=O)N2CCC(C(=O)NCCC3=CCCCC3)CC2)c1	1%	2%	-11%	28%	0.8%
O=C(Cc1ccccc1)N/N=C/c1cccn1-c1ccc([N+](=O)[O-])cc1	1%	5%	-10%	-12%	6.7%
COc1c(Br)cc(Br)cc1/C=N/n1c(C)nnc1C	1%	0%	-2%	5%	2.5%
O=C(CCN1c2ccccc2Sc2ccccc21)Nc1ccccc1	0%	5%	15%	3%	4.7%
O=C(N/N=C/c1ccco1)c1cccc([N+](=O)[O-])c1	-1%	-10%	4%	4%	i
NC(=O)CC(NC(=O)c1ccccc1)c1ccc(NCCN2CCCCC2)c([N+](=O)[O-])c1 (stereo not given)	3%	-6%	7%	-3%	0.4%	VEEV TC-83 Vero 10K pilot screen=0.3
O=C(CCCC1=NS(=O)(=O)c2ccccc2N1)N1CCC2(CC1)OCCO2	2%	3%	-7%	6%	i

The final two compounds of the section before open the next one.
SMILES	M. tuberculosis HTS	H1N1 NS1A inhibition	Salmonella PhoP GFP	M. tuberculosis	VEEV TC-83 Vero	others
NC(=O)CC(NC(=O)c1ccccc1)c1ccc(NCCN2CCCCC2)c([N+](=O)[O-])c1 (stereo not given)	3%	-6%	7%	-3%	0.4%	VEEV TC-83 Vero 10K pilot screen=0.3
O=C(CCCC1=NS(=O)(=O)c2ccccc2N1)N1CCC2(CC1)OCCO2	2%	3%	-7%	6%	i
CC1CCCCN1S(=O)(=O)c1ccc(C(=O)Nc2sccc2C(N)=O)cc1 (stereo not given)	-1%	10%	-18%	0%	12%
Cc1nc2cc(F)ccc2n1C1CCN(C(=O)c2ccc(F)cc2F)CC1	4%	-2%	-9%	12%	4.7%
Cc1cccc(-c2noc(CCCC(=O)NCC3CCCO3)n2)c1 (stereo not given)	-1%	8%	4%	17%	1.8%
COc1ccc2ccccc2c1C1CC(=O)N2CN(Cc3ccco3)CSC2=C1C#N (stereo not given)	-4%	1%	-3%	33%	5.7%
COc1cc2c(c(OC)c1OC)-c1c(cc3c(c1OC)OCO3)C[C@H](C)[C@@](C)(O)C2	5%	-1%	17%	-13%	3.7%
Cc1cc(=O)n(C)c(=O)n1CCCCCCOc1ccc([N+](=O)[O-])cc1	-4%	.	-1%	11%	.
Cn1cc(CNC(=O)C23CC4CC(CC(C4)C2)C3)cn1	-3%	2%	-7%	-3%	1.7%
Cc1ccc(-n2ncc(Br)c(Br)c2=O)cc1	.	-10%	.	.	12%
O=C(CC1C(=O)NCCN1C(=O)Nc1ccccc1)Nc1ccc(F)cc1 (stereo not given)	-6%	1%	0%	-5%	1.6%
CSc1ncc(/C=C2/C(=O)NC(=O)N(c3ccc(Cl)cc3)C2=O)cn1	.	-6%	.	.	1.7%
C=CCn1c(=O)c2c(nc3n2CCS3)n(C)c1=O	-4%	0%	4%	-13%	1.0%
O=C(CCc1ccc(S(=O)(=O)N2CCOCC2)cc1)OCC(=O)c1ccccc1	-5%	-20%	.	39%	2.6%
CC1=Nn2c(nnc2-c2ccccn2)SC1	-2%	1%	1%	0%	i
CC(=O)NC(CC(=O)NNC(=O)c1cccs1)c1ccccc1 (stereo not given)	0%	5%	9%	-10%	0.5%
CSc1nnc(C)c(=O)n1COC(=O)c1ccccc1	-3%	-5%	-6%	11%	0.8%
OC(CNCCc1c[nH]c2ccccc12)C(F)(F)F (stereo not given)	1%	1%	9%	0%	1.7%
COc1ccc2c(c1)c1nc3n(c(=O)c1n2CC(=O)Nc1cc(C)[nH]n1)CCS3	1%	.	-4%	1%	.
Cc1ccc(OCCNC(=O)Cc2ccc(F)cc2)cc1	3%	-9%	8%	36%	i
CC1CCN(C(=O)Cn2c3ccccc3c3nc4n(c(=O)c32)CCS4)CC1	3%	8%	-10%	16%	0.1%
Cc1ccc(NC(=O)Cn2nnc(-c3ccccc3-n3cnnn3)n2)c(C)c1	-9%	7%	5%	-11%	i
CC1(C)Oc2ccc3ccc(=O)oc3c2[C@@H](O)[C@@H]1O	2%	-9%	.	1%	0.2%
CCCc1cc(C(=O)Nc2cc(C)on2)no1	20%	3%	-5%	?	i	VEEV TC-83 Vero 10K pilot screen=0.6
CCNC(=S)Nc1ccc(N(c2ccccc2)C(C)C)cc1	-4%	-2%	5%	26%	i
COC(=O)CNC(=O)c1ccc(F)cc1	-3%	.	1%	-2%	2.3%
C=CCn1c(SCc2ccc(C#N)cc2)nnc1-c1cccc(Cl)c1	-3%	-24%	8%	32%	6.3%
CSc1nc(N)nc2c1ncn2C1OC(CO)CC1O (stereo not given)	.	-21%	.	.	1.9%
O=C(Nc1ccccc1N1CCCC1)C1=COCCO1	-7%	-12%	.	13%	0.7%
CC1CCCN(Cc2nc3c(c(=O)n(C)c(=O)n3C)n2CC(=O)c2ccccc2)C1 (stereo not given)	-6%	-7%	-1%	13%	8.0%	VEEV TC-83 Vero 10K pilot screen=1.4
CS(=O)(=O)N(CC(=O)NC1CCCC1)c1ccc2c(c1)OCCO2	-2%	2%	3%	-13%	1.4%
CCCC(=O)Nc1cc(-c2nnc(OC)c3ccccc23)ccc1N1CCCCC1	7%	.	-17%	22%	.
CSC(=NCc1ccc(F)cc1)NS(=O)(=O)c1cccs1	3%	1%	-5%	10%	0.1%
O=C(CSc1nncs1)Nc1ccc(Cl)cn1	0%	5%	-8%	74%	i
Cc1ccc(OCC(=O)N/N=C\c2ccc(-c3cccc(C(=O)O)c3)o2)c(C)c1	-5%	-1%	-13%	-4%	4.7%
CCOc1cc(C2C(C(=O)OC(C)C)=C(C)N=C3SCCC(=O)N32)ccc1OC(C)=O (stereo not given)	-1%	-1%	5%	-9%	i
CCC(=O)Nc1cccc(NC(=S)NC(=O)c2cccs2)c1	6%	-11%	8%	5%	2.8%
CCOC(=O)c1sc2ccccc2c1OC(=O)c1ccccc1	70%	-15%	2%	45%	8.1%
COc1cc(/C=C2/C(=N)N3N=C(C)SC3=NC2=O)ccc1OS(=O)(=O)c1ccc(C)cc1	3%	2%	9%	14%	2.4%
CCN(CC)c1ccc(C=NCCc2ccc(S(N)(=O)=O)cc2)cc1	1%	2%	-3%	4%	i
CCCCNC(=O)CNC(=O)c1nn(-c2ccc(OC)cc2)c(=O)c2ccccc12	-2%	1%	-2%	2%	1.6%
CN(Cc1cccc2cnccc12)C(=O)c1cc(COc2ccc(F)cc2Cl)on1	?	10%	0%	54%	i
Cc1cc(C(=O)CN2C(=O)c3ccccc3S2(=O)=O)c(C)n1CC1CCCO1 (stereo not given)	-6%	-1%	2%	15%	0.8%	VEEV TC-83 Vero 10K pilot screen=0.8
COc1cc2c(cc1OC)CN(C(=O)c1sc(-c3cnccn3)nc1C)CC2	5%	11%	-3%	-7%	0.4%
CC(=O)Nc1ccc(S(=O)(=O)/N=C2\C(=O)c3ccccc3C([O-])=C2n2cc[n+](-c3ccccn3)c2)cc1	-6%	4%	14%	14%	3.0%
O=C(CSCc1ccccc1Cl)N/N=C/c1ccco1	-3%	-4%	-5%	47%	3.5%
O=C(CC1CCCCC1)NCc1ccco1	-10%	-2%	2%	?	0.1%
NS(=O)(=O)c1ccc(NC(NC(=O)c2cccnc2)C(Cl)(Cl)Cl)cc1 (stereo not given)	3%	2%	-2%	-3%	1.3%
Cc1ccc(NC(=O)CN(C)C(=O)Cn2ccsc2=N)cc1	4%	1%	26%	4%	0.5%
COc1ccc(-n2cc(CNC(C)c3ccncn3)c(-c3cccc(F)c3)n2)cc1 (stereo not given)	?	-4%	-7%	16%	8.1%
CC(c1n[nH]c(=S)n1-c1ccc(F)cc1)N1CCCCC1 (stereo not given)	-11%	-3%	-3%	6%	0.2%
CCNS(=O)(=O)c1ccc(CCC(=O)N2CCN(c3cc(Cl)ccc3C)CC2)cc1	8%	-1%	-9%	6%	1.1%
Cc1nc(C)n(CCNS(=O)(=O)c2ccc(C)c(C)c2)n1	-1%	-5%	10%	-8%	0.8%
Cc1nn(C2CCS(=O)(=O)C2)c(C)c1C=O (stereo not given)	-1%	-5%	-8%	-7%	0.6%
O=C(Nc1ccc(OCC(=O)N2CCOCC2)cc1)c1cc(F)c(F)cc1Cl	1%	8%	0%	-5%	0.3%
OCCC1CN(Cc2cc3c(cc2Cl)OCO3)CCN1C1CCCC1 (stereo not given)	6%	4%	2%	7%	i
CC(C)c1ccccc1NC(=S)N1CCN(Cc2ccc3c(c2)OCO3)CC1	-12%	1%	0%	6%	0.9%
CN1/C(=C\C=C(/C#N)C(=O)Nc2ccccc2F)C(C)(C)c2ccccc21	13%	-8%	-9%	3%	4.6%
Cc1ccccc1NC(=O)c1ccc(S(=O)(=O)C(F)F)cc1	0%	-3%	-4%	26%	3.7%
CC1CCCCN1C(=O)NC12CC3CC(CC(C3)C1)C2 (stereo not given)	3%	7%	-1%	22%	i
CCOC(=O)N1CCN(c2cc(N)c([N+](=O)[O-])cc2F)CC1	0%	6%	16%	2%	i	VEEV TC-83 Vero 10K pilot screen=0.4
O=C1Cc2ccccc2C(=O)N1OCc1ccc(Cl)cc1Cl	-4%	-5%	-14%	-8%	1.0%

Compounds above that contain two or more sulfur atoms:
SMILES	M. tuberculosis HTS	H1N1 NS1A inhibition	Salmonella PhoP GFP	M. tuberculosis	VEEV TC-83 Vero	others
CC1CCCCN1S(=O)(=O)c1ccc(C(=O)Nc2sccc2C(N)=O)cc1 (stereo not given)	-1%	10%	-18%	0%	12%
CSC(=NCc1ccc(F)cc1)NS(=O)(=O)c1cccs1	3%	1%	-5%	10%	0.1%
O=C(CSc1nncs1)Nc1ccc(Cl)cn1	0%	5%	-8%	74%	i
CCC(=O)Nc1cccc(NC(=S)NC(=O)c2cccs2)c1	6%	-11%	8%	5%	2.8%
COc1cc(/C=C2/C(=N)N3N=C(C)SC3=NC2=O)ccc1OS(=O)(=O)c1ccc(C)cc1	3%	2%	9%	14%	2.4%

(next part)
SMILES	M. tuberculosis HTS	H1N1 NS1A inhibition	Salmonella PhoP GFP	M. tuberculosis	VEEV TC-83 Vero	others
Cc1nn(C)c(C)c1P(=S)(c1c(C)nn(C)c1C)N(C)C	-8%	0%	0%	-5%	1.3%
S=C(Nc1ccccn1)NC1CCCC1	0%	-7%	-15%	32%	0.3%
CCN(CC)C(=O)CCSc1nnc(-c2ccco2)o1	-8%	-4%	2%	71%	1.4%
CC(=O)Nc1ccc(S(=O)(=O)NC2(C(F)(F)F)C(=O)Nc3c2c(=O)[nH]c(=O)n3C)cc1 (stereo not given)	-3%	-9%	3%	0%	1.2%
CC(=O)N(/N=C1\Sc2ccccc2C1=O)c1cccc(C)c1	19%	15%	-5%	10%	1.4%
Cc1nnc(SCc2cc(=O)[nH]c(N3CCN(C)CC3)n2)s1	0%	-9%	-4%	-11%	1.6%
O=C1COc2ccc3ccccc3c2CN1	3%	6%	1%	1%	1.1%
O=C(O)C1C2C=CC(O2)C1C(=O)NCCc1cccc(Cl)c1 (stereo not given)	2%	-8%	-10%	49%	0.5%
CC(NCC(=O)NC(=O)NC1CCCC1)c1ccc(Cl)cc1Cl (stereo not given)	-5%	-13%	15%	41%	4.0%
CCc1nc(N)nc(N)c1-c1ccc(N(C)Cc2ccccc2)c([N+](=O)[O-])c1	.	-24%	.	.	5.3%
CC(=O)Nc1ccc(NC(=O)CCNS(=O)(=O)c2cccc3nsnc23)cc1	-2%	3%	5%	-5%	i
O=C(Nc1ccccc1)c1c(O)[nH]c(=O)[nH]c1=O	-7%	5%	0%	5%	0.2%
COCCCNC(=O)CCCn1c(=O)c2ccccc2n(Cc2cccc([N+](=O)[O-])c2)c1=O	8%	-9%	-8%	21%	i

High-throughput results (PubChem)
